# High-throughput results (PubChem BioAssay)
# FBPA coupling cs: counter-screen for Giardia aldolase inhibitors: coupling enzyme system; AID 2472; 290,000 compounds, 0.67% hits; activity change, negative = inhibition, % at 58.2 µM, hits read low; coupling enzyme system counterscreen, AmpLite Red fluorescence; in the data active means activity change below about -30%; further: on the % scale 0 is the no-effect control and ±100 the full control effect
#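 Counterscreen of the coupled detection system alone, without aldolase: glyceraldehyde-3-phosphate coupling enzymes plus AmpLite Red readout. Compounds at 57.5 uM final, 10 min RT preincubation, 20 min RT reaction, fluorescence 525/598 nm.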
# Menin-MLL TR inh: displaces Texas Red mutant MLL peptide from human menin | AID 1768 | O00255 | 270,000 compounds, 0.23% hits | Potency, µM (doses to about 61.6 µM), for inactives: top-dose FP activity change, negative = inhibition, usual class: inhibitors | Menin + Texas Red MLL mutant peptide, fluorescence polarization; active means well fitted inhibition curve with a large enough effect in the polarisation, with a control signal flat, not every such curve was filed as active; inconclusive means small, poorly fitted or top-dose-only effect, or effect the other way, or a change in a side signal; inactive means no such curve, though single readings can be large or run the other way; the % refers to the polarisation; further: potency means the concentration at half of the fitted maximal effect; % of control where 0% means no effect; many of its hits are not listed in these tables
# Target sequence (O00255 whole entry, looked up): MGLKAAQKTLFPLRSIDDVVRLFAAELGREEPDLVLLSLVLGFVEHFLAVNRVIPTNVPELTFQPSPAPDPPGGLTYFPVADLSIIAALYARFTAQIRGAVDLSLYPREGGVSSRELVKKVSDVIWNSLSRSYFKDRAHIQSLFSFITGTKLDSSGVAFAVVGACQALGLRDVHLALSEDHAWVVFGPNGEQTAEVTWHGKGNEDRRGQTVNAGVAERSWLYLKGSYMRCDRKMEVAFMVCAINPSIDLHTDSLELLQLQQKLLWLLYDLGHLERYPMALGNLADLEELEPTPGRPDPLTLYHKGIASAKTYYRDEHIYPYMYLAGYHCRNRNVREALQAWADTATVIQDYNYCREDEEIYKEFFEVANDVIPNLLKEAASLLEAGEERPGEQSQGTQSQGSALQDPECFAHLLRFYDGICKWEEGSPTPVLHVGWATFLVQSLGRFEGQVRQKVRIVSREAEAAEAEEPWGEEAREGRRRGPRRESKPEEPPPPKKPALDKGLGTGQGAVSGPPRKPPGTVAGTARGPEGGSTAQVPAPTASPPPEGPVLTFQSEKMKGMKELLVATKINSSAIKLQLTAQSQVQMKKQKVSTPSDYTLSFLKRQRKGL
# TRPV1 ag: activates the human vanilloid receptor TRPV1; TRPV1-expressing cells, Fluo-8 calcium influx, agonist mode; activation, % at 8.33 µM; 320,000 compounds, 0.19% hits; AID 540275; in the data active means activation above about 80%; inconclusive means between about 30% and that limit; further: 0% is about no effect
#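 Fluo-8 calcium influx in TRPV1-expressing cells, kinetic read (ex 480/em 520 nm). Compound added and read 3 min for agonist activity, followed by capsaicin at EC20 final and 2 min further read for enhancement.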
# KCNH2 3.1 block: blocks the human KCNH2 3.1 channel isoform; U2OS KCNH2 3.1, thallium flux FluxOr; stronger effect = lower value; activity change, % (tested at about 1.8 µM); 340,000 compounds, 0.95% hits; AID 720553;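 active means maximum activity change below -70%; inconclusive means maximum activity change from -70% to -50%; inactive means maximum activity change above -50%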;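 further: thallium influx rate constant from kinetic fluorescence after stimulation buffer; on the % scale 0 is the no-effect control and ±100 the full control effect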
#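 Virally transduced U2OS (3.1 isoform, 4 h infection in dark at RT) → overnight 37 C → FluxOr + Red40 in HBSS/HEPES, 45 min → stimulation buffer, 2 min kinetic read → rate constant vs DMSO controls.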
# Giardia kill: Giardia lamblia killing | 340,000 compounds, 0.15% hits | AID 540267 | Giardia lamblia trophozoite viability | activity change, % at 7.66 µM, hits read low; in the data active means activity change below about -80%; inconclusive means between about -30% and that limit;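 further: parasites exposed to compound for two days anaerobically before the ATP read; on the % scale 0 is the no-effect control and ±100 the full control effect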
#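 Luminescence from cellular ATP indicates surviving trophozoites (100 cells/well) following 48 hrs anaerobic compound treatment at 37 deg C; signal develops 15-30 min at room temperature.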
# B2AR arrestin: recruits beta-arrestin to the human beta2-adrenergic receptor. AID 492947. P07550. beta-arrestin recruitment to beta2AR, cell-based reporter. 330,000 compounds, 0.02% hits. Potency, µM (series often up to 46.1 µM), without a hit: at the highest dose activation, most hits filed as activators;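 further: potency means the concentration at half of the fitted maximal effect; 0% = DMSO controls and full agonism = EC100 isoproterenol or metaproterenol; nearly all actives have a fitted effect of over 65% in size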
# USP2a inh: blocks human ubiquitin-specific protease USP2a. O75604. USP2 core, Ub-CHOP2 coupled fluorogenic reporter, 485/531. Potency, µM (top dose mostly 38.3 µM), inactives show top-dose activity change, negative = inhibition, most hits filed as inhibitors. 330,000 compounds, 0.01% hits;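 further: potency means the concentration at half of the fitted maximal effect; plate controls were DMSO wells for no effect and full inhibition by NEM control for full effect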
#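 USP2 core (10nM final) preincubated 30min RT with compound in 20mM Tris-HCl pH 8.0, 2mM CaCl2, 2mM beta-mercaptoethanol, 0.05% CHAPS; 25nM Ub-CHOP2 plus 25nM reporter substrate added, fluorescence (Ex485/Em531) read after 60min.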
# CXXC DNA block: blocks binding of human MLL CXXC domain to DNA; Q03164; MLL-CXXC / FITC-HOXA9 DNA fluorescence polarization; Potency, µM (doses to about 115 µM), for inactives: top-dose activity change, negative = inhibition, usual class: inhibitors; 290,000 compounds, 0.037% hits; active means well fitted inhibition curve with a large enough effect in the polarisation, with a control signal flat, not every such curve was filed as active; inconclusive means small, poorly fitted or top-dose-only effect, or effect the other way, or a change in a side signal; inactive means no such curve, though single readings can be large or run the other way; the % refers to the polarisation; further: potency means the concentration at half of the fitted maximal effect
#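 Fluorescence polarization: 7 uM MLL-CXXC (stock) preincubated 5 min with compounds, then 50 nM fluorescein-HOX-A9 DNA (stock) added; 30 min ambient. Buffer 50 mM Tris-HCl pH 7.5, 50 mM NaCl, 1 mM DTT, 0.05% BSA.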
# PKM2 activator: PKM2 (human) enzyme activation; purified PKM2, Kinase-Glo ATP luminescence, activation; response scale: 0% is enzyme alone, no compound; Potency, µM (series often up to 57.5 µM), without a hit: top-dose activation, hits mostly activators; 260,000 compounds, 0.34% hits; AID 1631; further: potency means the concentration at half of the fitted maximal effect; on the % scale 0 is the no-effect control and ±100 the full control effect; nearly all actives have a fitted effect of over 55% in size
# Target sequence (P14618 whole entry, looked up): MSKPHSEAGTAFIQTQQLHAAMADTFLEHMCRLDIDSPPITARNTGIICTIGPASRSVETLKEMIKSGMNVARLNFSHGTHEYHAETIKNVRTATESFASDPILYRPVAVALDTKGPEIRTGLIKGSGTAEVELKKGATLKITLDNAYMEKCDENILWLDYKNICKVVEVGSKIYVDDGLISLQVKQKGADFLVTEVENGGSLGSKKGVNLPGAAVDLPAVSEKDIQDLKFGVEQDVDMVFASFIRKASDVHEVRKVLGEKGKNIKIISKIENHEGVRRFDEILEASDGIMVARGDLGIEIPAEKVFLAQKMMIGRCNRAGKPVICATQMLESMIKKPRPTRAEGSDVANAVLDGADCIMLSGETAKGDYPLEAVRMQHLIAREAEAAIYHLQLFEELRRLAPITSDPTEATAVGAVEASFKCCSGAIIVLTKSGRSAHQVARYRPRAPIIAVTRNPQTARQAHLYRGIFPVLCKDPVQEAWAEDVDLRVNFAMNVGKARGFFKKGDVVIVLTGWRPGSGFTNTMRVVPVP
#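 Purified hPK-M2 (>95%) run at intermediate activity with 0.1 mM ADP and 0.5 mM PEP in 50 mM imidazole pH 7.2, KCl, MgCl2; 1 h room temperature. ATP formed read by Kinase-Glo luminescence; normalized to uninhibited and no-enzyme controls.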
# GALK inhibitor: inhibitors of human galactokinase; AID 1868; Potency, µM (top dose mostly 57.5 µM), for inactives: at the highest dose activity change, negative = inhibition, hits mostly inhibitors; P51570; Purified GALK, Kinase-Glo residual ATP luminescence; 270,000 compounds, 0.007% hits; further: potency means the concentration at half of the fitted maximal effect; on the % scale 0 is the no-effect control and ±100 the full control effect
#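 Human GALK (5 nM) with 35 uM ATP and 100 uM galactose in 20 mM HEPES pH 8.0, 5 mM MgCl2, 60 mM NaCl, 1 mM DTT, 0.01% BSA. After 1 h at room temperature, leftover ATP was read by Kinase-Glo Plus luminescence.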
# KCNH2 WT inh: blocks the wildtype human KCNH2 potassium channel; AID 720551; 340,000 compounds, 0.37% hits; activity change, % at 1.84 µM; Q12809; U2OS, BacMam KCNH2, thallium flux FluxOr; stronger effect = lower value;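 active means maximum activity change below -70%; inconclusive means maximum activity change between -70% and -50%; inactive means maximum activity change above -50%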; further: on the % scale 0 is the no-effect control and ±100 the full control effect
#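 U2OS cells were transduced with wild-type KCNH2 virus (2.03 x 10^8 / mL) for 4 h at room temperature, then cultured overnight at 37 C. Thallium flux was read with FluxOr dye. Rate constants were normalized to DMSO controls.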
# An asterisk follows results filed as active; ? = inconclusive; . = no result given; & = joins results of further samples; [ ] = remark or other dose. Unless noted, the call rests on the fitted dose curve; in most records, active means well fitted curve in the direction sought with a large enough effect; inconclusive means small, poorly fitted or top-dose-only effect, or another doubt; inactive means no such curve, though single readings can be large; an effect the other way counts as inactive or inconclusive. This is a subset (hit frequency here may not be typical).
# Under each structure – FBPA coupling cs	Menin-MLL TR inh	TRPV1 ag	KCNH2 3.1 block	Giardia kill	B2AR arrestin	USP2a inh	CXXC DNA block	PKM2 activator	GALK inhibitor	KCNH2 WT inh
CC(=O)c1c(C)[nH]c(C(=O)Nc2ccccc2N2CCOCC2)c1C
  -0.9	-23.8%	10.4	-12.7	13.3	0.0%	-0.1%	-4.6%	26.9%	-7.9%	-4.6
CSCCC(NC(=O)c1ccc(Cl)cc1)C(=O)OCC(=O)Nc1cc(Cl)ccc1C (stereo not given)
  -2.2	37.3%[activator]	1.4	-20.0	-10.3	-0.6%	-1.7%	5.3%	2.2%	-2.2%	-9.0
O=C(Cn1c(=O)oc2cc(S(=O)(=O)N3CCCC3)ccc21)N1CCN(C2CCCCC2)CC1
  0.4	5.6%	-0.4	-9.1	-21.5	-0.7%	0.1%	-1.9%	0.4%	1.7%	34.3
CCCCN(C(=O)C1CCC1)c1c(N)n(CC(C)C)c(=O)[nH]c1=O
  .	.	-1.3	2.7	9.3	-0.3%	0.6%	.	.	.	6.8
CC1=C(c2ccc(C)cc2)S(=O)(=O)N(CC(=O)O)C1=O
  10.1	14.7%	0.9	?	3.8	0.6%	2.7%	-0.2%	-0.5%	0.3%	-1.0
Nc1n[nH]c2ccccc12
  0.1	6.7%	-2.7	-11.3	14.4	0.0%	2.6%	-1.4%	4.8%	5.7%	-17.9
CC(C)C[C@H](NC(=O)c1[nH]cnc1C(=O)N[C@H](C)c1ccccc1)C(=O)OC(C)(C)C
  -9.9	-0.2%	17.5	-9.8	-7.4	0.1%	-6.5%	-2.5%	1.2%	-2.6%	3.3
COc1cc(C(CCN2CCN(c3ccccc3)CC2)c2c(OC)cc(OC)c3ccc(=O)oc23)cc(OC)c1OC (stereo not given)
  0.9&-3.3	-1.9%	0.3	4.2	1.7&-23.5	0.3%	3.7%	12.5%	14.4%	-3.4%	-11.8
Cc1ccc(N(CCC#N)C(=O)CSc2ccc3c(c2)OCCO3)cc1
  0.6	-2.9%	3.0	3.4	4.8	-0.4%	-4.4%	-0.9%	-15.9%	2.5%	-2.0
CCCC(=O)c1ccc(-c2ccccc2)cc1
  2.5	1.3%	-3.1	-8.7	-2.6	-0.1%	0.8%	4.8%	0.0%	1.1%	-4.3
CN1CCN(NC(=O)c2cc(-c3cccc(Cl)c3)nc3ccccc23)CC1
  4.5	-0.8%	14.5	3.7	-12.9	-0.5%	-1.2%	-3.1%	4.1%	0.0%	-1.9
O=C(CN1C(=O)NC2(CCCC2)C1=O)c1ccc(Cl)s1
  .	.	-4.6	-8.0	5.8	-0.1%	-0.2%	.	.	.	-1.2
COc1ccc(OCC(=O)Nc2ncc3c(n2)CC(C)(C)CC3=O)cc1
  -1.1	-5.9%	0.6	-4.9	-2.1	-0.9%	1.3%	-3.0%	-8.0%	-5.4%	-3.9
Cc1ccc2nc(SCC(=O)N3CCN(C(=O)c4ccco4)CC3)[nH]c2c1
  -16.5	-16.3%	-1.7	3.3	-2.5	0.1%	3.6%	12.8%	6.8%	-0.6%	0.7
CCCc1cc(=O)[nH]c(SCc2cc(=O)oc3c(C)c(C)ccc23)n1
  -0.1	-22.4%	1.0	-4.8	-20.9	0.1%	2.1%	7.2%	2.6%	-1.9%	2.5
O=C(Nc1cccc(-c2csc(Nc3ccc(Cl)cc3)n2)c1)c1ccccc1
  -0.6	.	1.5	-14.0	10.7	-0.1%	-4.1%	15.1%	5.6%	-0.7%	19.4
CC(=O)Nc1ccc(CN2CCN(CCC(C)C)C(CCO)C2)cc1 (stereo not given)
  0.6	-9.0%	1.5	4.3	6.8	-0.3%	2.0%	6.9%	-4.5%	-0.8%	12.9
FC(F)(F)c1cccc(N2CCN(CC3CC=CCC3)CC2)c1 (stereo not given)
  -3.5	0.2%	14.9	9.9	-5.3	-0.1%	4.1%	3.1%	-2.5%	-5.3%	-5.3
COC(=O)c1ccc(OC(=O)CCN2c3ccccc3Sc3ccccc32)cc1
  -0.9	0.7%	-1.0	3.3	-3.6	-0.1%	-0.8%	4.6%	1.7%	-2.3%	-3.6
O=C(COC(=O)CNS(=O)(=O)c1ccc(F)c(F)c1F)NCCc1ccccc1
  .	.	-5.0	.	-4.0	-0.7%	0.3%	-6.6%	0.8%	-3.8%	2.5
COc1ccccc1CNC(=O)C1CC(c2ccccc2[N+](=O)[O-])=NO1 (stereo not given)
  0.6	9.8%	0.2	6.6	?	-0.5%	2.7%	5.8%	0.2%	-0.5%	6.8
NC(=NCc1ccco1)NC(=O)c1ccc(Cl)cc1
  -3.6	34.9%[activator]	1.8	0.4	-6.3	-0.3%	2.5%	-6.7%	0.9%	-0.2%	-2.8
CC(=O)Nc1ccc(S(=O)(=O)NCC(=O)NCCc2ccc(S(N)(=O)=O)cc2)cc1
  0.1	-6.5%	-2.9	-4.8	4.8	0.4%	2.7%	-0.2%	0.2%	-2.3%	0.6
CN(C)C=NC(=O)/C(C#N)=C/c1ccccc1
  -2.2	1.8%	0.2	6.7	-4.5	-0.2%	1.4%	-7.4%	.	1.7%	10.3
CCCn1c(N)c(C(=O)COC(=O)c2cccc(S(=O)(=O)N3CCOCC3)c2)c(=O)[nH]c1=O
  .	.	-0.5	10.2	8.1	-0.2%	0.6%	.	.	.	14.8
Cc1cc(C(=O)N2CCCC(C(=O)c3cccc(C(F)(F)F)c3)C2)nc(C)n1 (stereo not given)
  1.8	4.1%	-4.9	-4.8	10.5	0.3%	4.2%	1.5%	7.2%	-1.0%	22.8
CCOc1ccc(S(=O)(=O)NN=C2CCN(C(C)=O)CC2)cc1
  1.4	1.9%	1.1	-10.8	-24.1	-0.1%	-6.5%	-11.0%	-0.6%	1.2%	-4.3
CCSc1nnc(NC(=O)COc2cccc3ccccc23)s1
  1.8	-11.3%	-0.8	9.6	-13.0	0.1%	-0.2%	13.4%	-0.5%	2.3%	-6.5
Cc1cc(C)c(N)cc1C
  .	.	-1.9	-3.2	-15.9	0.3%	0.0%	.	.	.	-3.2
O=C(c1ccco1)N1CCN(C(=O)c2cnn3cccnc23)CC1
  1.7	-2.4%	1.6	11.0	-9.5	-0.1%	3.4%	-1.3%	-1.6%	5.9%	-1.2

# (list continues)
# Under each structure – FBPA coupling cs	Menin-MLL TR inh	TRPV1 ag	KCNH2 3.1 block	Giardia kill	B2AR arrestin	USP2a inh	CXXC DNA block	PKM2 activator	GALK inhibitor	KCNH2 WT inh
Cc1ccc(NC(=O)CCn2c(=O)oc3ccccc32)cc1
  -0.3	-3.2%	-2.3	-0.8	-10.1	-0.2%	2.4%	-5.7%	-6.0%	-0.2%	1.3
CC1CC(C)CN(S(=O)(=O)c2cccc3nonc23)C1 (stereo not given)
  .	.	7.1	-15.2	-15.6	0.2%	1.1%	9.0%	-0.9%	4.5%	4.7
Cc1ccc(N2CC(C(=O)Nc3nnc(SCc4cccnc4)s3)CC2=O)cc1 (stereo not given)
  10.3	-1.7%	3.1	-7.5	-1.0	0.1%	0.9%	?	2.5%	-3.2%	4.7
CC1CCc2nn(CC(=O)NCCC3=CCCCC3)cc2C1 (stereo not given)
  0.3	?	21.2	0.2	6.6	-0.2%	1.4%	4.8%	4.7%	-2.7%	-4.8
CCCCCCCCOc1ccc(C(=O)O)cc1
  .	.	3.7	-10.3	-26.2	0.1%	2.5%	.	.	.	-7.5
O=S(=O)(NCc1ccc2c(c1)OCO2)c1cccc2cccnc12
  -14.6	-9.9%	4.3	-0.7	-14.1	-0.4%	-3.2%	-6.3%	-19.1%	0.3%	-3.0
COc1ccc(Br)cc1S(=O)(=O)N1CCOCC1
  3.6	-1.4%	-0.1	0.6	-19.8	0.0%	-1.2%	11.0%	3.5%	0.0%	-8.3
Cc1cccc(NC(=S)NCCC(c2ccccc2)c2ccccc2)c1
  0.9	0.8%	12.9	-14.8	-12.8	5.5%	1.5%	-6.2%	4.4%	1.3%	-2.2
COc1ccc2oc(=O)c(C(=O)Nc3cccc(C)c3)cc2c1
  -2.1	25.5%	5.9	-27.5	-21.6	-1.1%	3.3%	-16.2%	0.4%	-0.8%	-8.9
O=C(/C=C/c1cccc(Cl)c1)NCc1ccccc1
  3.1	15.6%	?	3.2	22.0	-0.1%	-1.0%	-6.5%	3.2%	10.4%	0.7
O=C(COC(=O)c1ccc2c(c1)OCO2)NC1CCS(=O)(=O)C1 (stereo not given)
  0.2	-6.0%	1.6	33.2	8.9	-0.2%	-4.0%	-10.6%	3.4%	2.8%	-18.1
